Source: PubChem (National Center for Advancing Translational Sciences (NCATS))
TrxR1 substrate = is turned over as a substrate by rat TrxR1. purified TrxR1 substrate turnover, NADPH consumption readout. Potency, µM (top dose mostly 114 µM), inactives show top-dose activity change, negative = substrate turnover. 0.01% of 390,000 active. AID 588456; also: potency is read from the fitted curve at half-maximal effect; % is scaled to controls: 0 for no effect and ±100 for the full control effect; nearly all actives have a fitted effect of over 50% in size
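Rat TrxR1, dispensed at 90 nM, was prereduced with 400 uM NADPH (final) for 5 min at ~22 deg C, then incubated with compound 15 min before 400 uM selenite. A first-read NADPH fluorescence drop versus no-compound background flagged substrates.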
IDH1 R132H inh = inhibitors of human mutant IDH1 R132H | O75874 | IDH1-R132H enzyme, NADPH consumption, diaphorase/resazurin fluorescence | Potency, µM (highest dose often 76.6 µM), for inactives: at the top dose activity change, negative = inhibition, hits mostly inhibitors | 0.093% of 390,000 active | AID 602179; also: potency is read from the fitted curve at half-maximal effect; % is scaled to controls: 0 for no effect and ±100 for the full control effect; nearly all actives have a fitted effect of over 65% in size
Target sequence (O75874 whole entry R132H, stated change not applied): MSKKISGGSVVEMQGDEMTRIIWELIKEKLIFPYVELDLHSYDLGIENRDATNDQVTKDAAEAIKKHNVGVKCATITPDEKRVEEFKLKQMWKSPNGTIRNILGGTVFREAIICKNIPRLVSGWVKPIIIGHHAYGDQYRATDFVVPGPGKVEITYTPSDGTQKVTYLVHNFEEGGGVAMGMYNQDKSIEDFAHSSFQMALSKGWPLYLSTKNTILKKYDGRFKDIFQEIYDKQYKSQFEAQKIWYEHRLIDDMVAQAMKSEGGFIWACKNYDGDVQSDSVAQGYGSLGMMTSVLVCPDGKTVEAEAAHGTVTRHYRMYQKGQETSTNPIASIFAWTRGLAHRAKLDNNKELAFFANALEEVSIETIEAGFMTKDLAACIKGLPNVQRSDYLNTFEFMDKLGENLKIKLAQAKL
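IDH1-R132H (0.5 ug/mL dispensed) in pH 7.5 Tris buffer was preincubated 30 min with compound, then given a substrate mix of 0.016 mM NADPH and 2 mM alpha-KG for 80 min at room temperature; remaining NADPH was read by diaphorase/resazurin fluorescence.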
Pin1 inh = blocks the human prolyl isomerase Pin1 | Q13526 | Pin1 FP peptide displacement, HiFluor488, 10 min | Potency, µM (series often up to 115 µM), for inactives: top-dose activity, negative = inhibition, usual class: inhibitors | 0.009% of 390,000 active; active = well fitted inhibition curve with a large enough effect in the polarisation, with a control signal flat, not every such curve was filed as active; inconclusive = small, poorly fitted or top-dose-only effect, or effect the other way, or a change in a side signal; inactive = no such curve, though single readings can be large or run the other way; the % refers to the polarisation; also: potency is read from the fitted curve at half-maximal effect; % is scaled to controls: 0 for no effect and ±100 for the full control effect
Target sequence (Q13526 whole entry, looked up): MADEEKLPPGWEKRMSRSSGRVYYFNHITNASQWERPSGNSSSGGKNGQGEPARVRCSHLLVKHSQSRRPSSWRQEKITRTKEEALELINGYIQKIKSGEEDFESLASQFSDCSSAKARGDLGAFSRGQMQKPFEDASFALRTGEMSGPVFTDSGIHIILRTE
HP1b binding inh = blocks HP1-beta chromodomain binding to methylated histone tails; 0.56% of 390,000 active; Potency, µM (highest dose often 114 µM), without a hit: top-dose activity change, negative = inhibition, actives largely listed as inhibitors; AID 540317; P83916; AlphaScreen HP1-beta / biotin-H3K9me3 peptide binding; also: potency is read from the fitted curve at half-maximal effect; nearly all actives have a fitted effect of over 70% in size; inactives centre near 23
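Compound inhibition of the preformed complex between 50 nM HP1-beta and 50 nM biotinylated H3K9me3 peptide was read by AlphaScreen. Buffer was PBS pH 7.4 with 0.01% Tween-20. Incubations ran 30 min at room temperature, with 10 ug/mL donor/acceptor beads.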
PI4K2A block = PI4K2A (human) kinase inhibition; Q9BTU6; purified PI4K2A, ADP-Glo luminescence, 1 h; hits give low values; activity change, negative = inhibition, % at 76.9 µM; 0.13% of 420,000 active; in the data active = activity change below about -50%; inconclusive = mostly about -30% to -49%;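 also: -100% = wells without enzyme as full effect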
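In this quantitative HTS, ADP production by PI4K2A was quantified luminescently after 1 h at ambient temperature; 100 microM adenosine served as plate-quality control.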
USP1 inh = USP1/UAF1 (human) deubiquitinase inhibition | O94782 | recombinant USP1/UAF1, Ub-Rhodamine cleavage fluorescence | Potency, µM (titrated, usually from 57.1 µM), without a hit: top-dose activity change, negative = inhibition, hits mostly inhibitors | 0.23% of 390,000 active | AID 743255; also: potency is read from the fitted curve at half-maximal effect; % is scaled to controls: 0 for no effect and ±100 for the full control effect; nearly all actives have a fitted effect of over 60% in size; inactives centre near -12
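High-throughput fluorogenic screen: 1nM USP1/UAF1 complex, Ub-Rho substrate 150nM final, 50mM HEPES pH 7.8 with 0.5mM EDTA, 0.1 mg/ml BSA, 1mM TCEP and 0.01% Tween-20.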
GLS inh = inhibitors of human glutaminase (GLS). GLS enzymatic activity, qHTS titration. Potency, µM (series often up to 45.5 µM), inactives show top-dose activity change, negative = inhibition, hits mostly inhibitors. 0.21% of 410,000 active. AID 624170; also: potency is read from the fitted curve at half-maximal effect; % is scaled to controls: 0 for no effect and ±100 for the full control effect
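Glutamate formation by hKGA was monitored fluorometrically using coupled glutamate oxidase, HRP and Amplex Red. Substrate was added as 1 mM L-glutamine solution; incubation was 30 min at RT after an initial read.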
PGK inhibitor = inhibitors of T. brucei phosphoglycerate kinase; P07378; PGK/GAPDH coupled, Kinase-Glo luminescence, 60 min; Potency, µM (series often up to 57.5 µM), for inactives: at the highest dose activity change, negative = inhibition, usual class: inhibitors; 0.043% of 380,000 active; also: potency is read from the fitted curve at half-maximal effect; % is scaled to controls: 0 for no effect and ±100 for the full control effect; nearly all actives have a fitted effect of over 60% in size
Target sequence (P07378 whole entry, looked up): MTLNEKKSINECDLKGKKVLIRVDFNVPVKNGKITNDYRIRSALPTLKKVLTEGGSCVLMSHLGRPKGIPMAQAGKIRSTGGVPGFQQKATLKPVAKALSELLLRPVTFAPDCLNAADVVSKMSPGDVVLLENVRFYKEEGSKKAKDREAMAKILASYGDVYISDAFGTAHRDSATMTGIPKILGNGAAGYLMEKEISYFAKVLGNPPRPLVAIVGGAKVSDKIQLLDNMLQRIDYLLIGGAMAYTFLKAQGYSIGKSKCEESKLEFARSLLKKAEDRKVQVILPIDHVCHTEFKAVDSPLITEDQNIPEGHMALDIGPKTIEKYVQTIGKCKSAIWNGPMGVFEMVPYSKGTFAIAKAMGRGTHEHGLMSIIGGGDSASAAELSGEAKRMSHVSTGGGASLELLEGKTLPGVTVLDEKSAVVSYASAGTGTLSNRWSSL
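Luminescent ATP detection (Kinase-Glo Plus) follows a 60-minute room-temperature incubation, with wells lacking PGK as controls. Buffer: 100 mM TEA (pH 7.6), 5 mM MgCl2, 0.01% Tween-20. Coupling enzyme GAPDH (100 nM final) supplies unstable 1,3-BPG in-well.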
rTrxR1 inhibitor = rat TrxR1 inhibition; O89049; recombinant rTrxR1, NADPH fluorescence consumption, selenite substrate; Potency, µM (doses to about 114 µM), without a hit: at the highest dose activity change, negative = inhibition, actives largely listed as inhibitors; 1% of 390,000 active; also: potency is read from the fitted curve at half-maximal effect; % is scaled to controls: 0 for no effect and ±100 for the full control effect; nearly all actives have a fitted effect of over 65% in size
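Rat TrxR1 (90 nM in the dispensed reagent) was pre-reduced with 400 uM NADPH for 5 min at room temperature, then incubated with compound for 15 min. After 400 uM selenite was added, NADPH fluorescence (Ex 340/Em 450 nm) was followed for 8 min.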
The depositor's hits bear a star; [ ] = remark or other dose. Unless noted, calls follow the shape of the dose curve; as a rule, active = well fitted curve in the direction sought with a large enough effect; inconclusive = small, poorly fitted or top-dose-only effect, or another doubt; inactive = no such curve, though single readings can be large; an effect the other way counts as inactive or inconclusive. An excerpt; rates above refer to the full screens.

How did COc1cccc(-c2cn3c(n2)sc2cc(C(=O)NCCc4ccc(OC)c(OC)c4)ccc23)c1 do in these assays?
TrxR1 substrate: 3%[11.4 µM]; IDH1 R132H inh: -18%; Pin1 inh: -1%; HP1b binding inh: -4%; PI4K2A block: -4; USP1 inh: -9%; GLS inh: -12%; PGK inhibitor: -4%; rTrxR1 inhibitor: 20%

Results for CCOc1c2c(c(-c3ccc4c(c3)OCO4)c3cc(OC)c(OC)cc13)C(=O)OC2 ?
TrxR1 substrate: 17%; Pin1 inh: -3%; HP1b binding inh: -6%; rTrxR1 inhibitor: 5%

What do the screens show for `Cc1c(C(=O)N2CCCCC2)c(S(=O)(=O)Nc2ccc(F)cc2F)c(C)n1C`?
TrxR1 substrate: -1%; IDH1 R132H inh: 4%; Pin1 inh: -8%; HP1b binding inh: 63%[activator]; PI4K2A block: 8; USP1 inh: -21%; GLS inh: -1%; PGK inhibitor: -5%; rTrxR1 inhibitor: 11%

How did COC(=O)[C@@H]1[C@@H](C)N(Cc2ccccc2)C(=O)N[C@H]1c1cccc(C(F)(F)F)c1 do in these assays?
TrxR1 substrate: 5%[57.1 µM]; IDH1 R132H inh: -2%; Pin1 inh: -2%; HP1b binding inh: 24%; PI4K2A block: 0; USP1 inh: -8%; GLS inh: 11%; PGK inhibitor: 6%; rTrxR1 inhibitor: 11%[57.1 µM]

Results for COc1ccc(CNS(=O)(=O)c2cc(CN3C(=O)c4cccnc4C3=O)ccc2OC)cc1 ?
TrxR1 substrate: 0%; IDH1 R132H inh: -5%; Pin1 inh: 0%; HP1b binding inh: 22%; PI4K2A block: -2; USP1 inh: -4%; GLS inh: -6%; PGK inhibitor: -7%; rTrxR1 inhibitor: 24%

How did COCc1cc(CNC(=O)C2CCC(=O)N(Cc3ccccc3F)C2)[nH]n1 (stereo unspecified) do in these assays?
TrxR1 substrate: 0%; IDH1 R132H inh: -7%; Pin1 inh: -2%; HP1b binding inh: 12%; PI4K2A block: -1; USP1 inh: -1%; GLS inh: 0%; PGK inhibitor: inactive; rTrxR1 inhibitor: 14%

Results for CCOC(=O)C1CCCN(C(=O)Cn2ncc3c4ccccc4n(Cc4ccccc4)c3c2=O)C1 (stereo unspecified) ?
TrxR1 substrate: 21%; IDH1 R132H inh: -1%; Pin1 inh: 27%; HP1b binding inh: 10%; PI4K2A block: -9; USP1 inh: inconclusive; GLS inh: 0%; PGK inhibitor: 2%; rTrxR1 inhibitor: 27%

Results for O=C(NCCN1CCOCC1)c1cccc(Br)c1 ?
TrxR1 substrate: 6%; IDH1 R132H inh: 9%; Pin1 inh: -9%; HP1b binding inh: 7%; PI4K2A block: 0; USP1 inh: -6%; GLS inh: 0%; PGK inhibitor: 1%; rTrxR1 inhibitor: 13%

What do the screens show for `COCCN1C(=O)N[C@@H](c2ccccc2)C(C(=O)OC)=C1C`?
TrxR1 substrate: 7%[57.1 µM]; IDH1 R132H inh: 6%; Pin1 inh: -1%; HP1b binding inh: 20%; PI4K2A block: -1; USP1 inh: -13%; GLS inh: 20%; PGK inhibitor: -12%; rTrxR1 inhibitor: 17%[57.1 µM]

Results for Cc1cc(F)ccc1N1CCC(N2CCN(C)C(CCO)C2)CC1 (stereo unspecified) ?
TrxR1 substrate: 5%[57.1 µM]; IDH1 R132H inh: 0%; Pin1 inh: 1%; HP1b binding inh: 22%; PI4K2A block: 0; USP1 inh: -5%; GLS inh: 3%; PGK inhibitor: -10%; rTrxR1 inhibitor: 5%[57.1 µM]

A run of entries from the list above, for reference:
How did COc1cccc(-c2cn3c(n2)sc2cc(C(=O)NCCc4ccc(OC)c(OC)c4)ccc23)c1 do in these assays?
TrxR1 substrate: 3%[11.4 µM]; IDH1 R132H inh: -18%; Pin1 inh: -1%; HP1b binding inh: -4%; PI4K2A block: -4; USP1 inh: -9%; GLS inh: -12%; PGK inhibitor: -4%; rTrxR1 inhibitor: 20%

Results for CCOc1c2c(c(-c3ccc4c(c3)OCO4)c3cc(OC)c(OC)cc13)C(=O)OC2 ?
TrxR1 substrate: 17%; Pin1 inh: -3%; HP1b binding inh: -6%; rTrxR1 inhibitor: 5%

What do the screens show for `Cc1c(C(=O)N2CCCCC2)c(S(=O)(=O)Nc2ccc(F)cc2F)c(C)n1C`?
TrxR1 substrate: -1%; IDH1 R132H inh: 4%; Pin1 inh: -8%; HP1b binding inh: 63%[activator]; PI4K2A block: 8; USP1 inh: -21%; GLS inh: -1%; PGK inhibitor: -5%; rTrxR1 inhibitor: 11%

The list goes on:
Results for CN1CCN(S(=O)(=O)c2cccc(C(=O)NC3CCCC3)c2)CC1 ?
TrxR1 substrate: 2%; IDH1 R132H inh: -1%; Pin1 inh: -8%; HP1b binding inh: 15%; PI4K2A block: 1; USP1 inh: 5%; GLS inh: 3%; PGK inhibitor: 0%; rTrxR1 inhibitor: 16%

Results for Cc1c(C(=O)NCc2ccccc2Br)oc2ccc3c(c12)C(=O)CC(C)(C)O3 ?
TrxR1 substrate: 3%; Pin1 inh: 19%; HP1b binding inh: -2%; PI4K2A block: 3; USP1 inh: -25%; GLS inh: -11%; rTrxR1 inhibitor: 26%

How did CCOC(=O)c1ccc(NC(=O)N2CCN(Cc3ccccc3)CC2)cc1 do in these assays?
TrxR1 substrate: -10%; IDH1 R132H inh: -2%; Pin1 inh: 0%; HP1b binding inh: 37%[activator]; PI4K2A block: 1; USP1 inh: -7%; GLS inh: 4%; PGK inhibitor: -5%; rTrxR1 inhibitor: 0%

How did CC(NC(=O)c1ccco1)C(=O)N1CCN(c2cccc(C(F)(F)F)c2)CC1 (stereo unspecified) do in these assays?
TrxR1 substrate: -2%; IDH1 R132H inh: 3%; Pin1 inh: 0%; HP1b binding inh: 47%[activator]; PI4K2A block: -3; USP1 inh: -23%; GLS inh: -9%; PGK inhibitor: inactive; rTrxR1 inhibitor: -5%

What do the screens show for `COc1ccc(N2CCN(c3oc(/C=C/c4ccc(F)cc4)nc3C#N)CC2)cc1`?
TrxR1 substrate: -4%; Pin1 inh: 3%; HP1b binding inh: -3%; PI4K2A block: -3; USP1 inh: -19%; GLS inh: 2%; rTrxR1 inhibitor: -1%

Results for COc1ccc(CCC(=O)OCC(=O)NCc2ccc(OC)c(OC)c2)cc1OC ?
TrxR1 substrate: 0%; IDH1 R132H inh: 4%; Pin1 inh: 2%; HP1b binding inh: 15%; PI4K2A block: 0; USP1 inh: -11%; GLS inh: -2%; PGK inhibitor: 6%; rTrxR1 inhibitor: 10%

How did CC(=O)c1ccccc1NC(=O)c1cc(S(=O)(=O)N2CCOCC2)ccc1N1CCCC1 do in these assays?
TrxR1 substrate: -10%; IDH1 R132H inh: -17%; Pin1 inh: 4%; HP1b binding inh: 17%; PI4K2A block: 2; USP1 inh: -12%; GLS inh: -6%; PGK inhibitor: -2%; rTrxR1 inhibitor: 6%

What do the screens show for `O=C(OCn1nnc2ccccc2c1=O)C1=COCCO1`?
TrxR1 substrate: 19%[57.1 µM]; IDH1 R132H inh: 1%; Pin1 inh: 4%; HP1b binding inh: 28%; PI4K2A block: -5; USP1 inh: -9%; GLS inh: 3%; PGK inhibitor: -8%; rTrxR1 inhibitor: 13%[57.1 µM]

What do the screens show for `O=C(CN1C(=O)NC2(CCCC2)C1=O)NCc1ccco1`?
TrxR1 substrate: -4%; IDH1 R132H inh: 0%; Pin1 inh: -5%; HP1b binding inh: 7%; PI4K2A block: 0; USP1 inh: -19%; GLS inh: 15%; PGK inhibitor: inactive; rTrxR1 inhibitor: 2%

How did O=C(/C=C/c1cccc(Cl)c1)NCCc1ccccc1 do in these assays?
TrxR1 substrate: -12%; IDH1 R132H inh: 8%; Pin1 inh: -1%; HP1b binding inh: 19%; PI4K2A block: 5; USP1 inh: -5%; GLS inh: 0%; PGK inhibitor: -2%; rTrxR1 inhibitor: -10%

What do the screens show for `O=C(COC(=O)COc1ccccc1F)Nc1ccc2c(c1)OCO2`?
TrxR1 substrate: -3%; IDH1 R132H inh: -3%; Pin1 inh: -4%; HP1b binding inh: 14%; PI4K2A block: 4; USP1 inh: -6%; GLS inh: -2%; PGK inhibitor: inactive; rTrxR1 inhibitor: 28%

How did CCc1ccccc1NC(=O)CCN1C(=O)C2CC=CCC2C1=O (stereo unspecified) do in these assays?
TrxR1 substrate: 0%; IDH1 R132H inh: 0%; Pin1 inh: -2%; HP1b binding inh: 22%; PI4K2A block: -1; USP1 inh: -9%; GLS inh: 0%; PGK inhibitor: -3%; rTrxR1 inhibitor: 28%

Results for CCN(CC#CCC(O)(c1ccccc1)C1CCCC1)C(C)C (stereo unspecified) ?
TrxR1 substrate: -6%; IDH1 R132H inh: 2%; Pin1 inh: -3%; HP1b binding inh: 37%; PI4K2A block: 4; USP1 inh: -4%; GLS inh: -1%; PGK inhibitor: -6%; rTrxR1 inhibitor: -5%
